Screening results from PubChem.
14-3-3g Raf: alters human 14-3-3 gamma binding to Raf peptide. 160,000 compounds, 0.19% hits. FP, 14-3-3gamma / TMR-pS259-Raf peptide binding. inhibition, % at 40 µM. AID 422. P61981; in the data active means inhibition above about 30%;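 further: 0% = protein plus tracer without compound and 100% = blank with tracer alone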
Target sequence (P61981 whole entry, looked up): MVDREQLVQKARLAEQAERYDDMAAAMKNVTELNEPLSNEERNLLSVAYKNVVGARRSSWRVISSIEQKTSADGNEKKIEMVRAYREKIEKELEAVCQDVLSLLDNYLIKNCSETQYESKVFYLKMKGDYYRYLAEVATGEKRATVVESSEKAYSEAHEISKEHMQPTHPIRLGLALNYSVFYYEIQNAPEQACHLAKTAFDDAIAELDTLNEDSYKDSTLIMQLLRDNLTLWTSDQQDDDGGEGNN
* marks the source's active call; other numbers are inactive results; & = joins results of further samples.

SMILES | 14-3-3g Raf
Cc1cc(NC(=O)c2ccccc2F)ccc1NC(=O)c1ccccc1 | -5
COc1cc(C2CC(=O)NC3=C2C(=O)CC(C)(C)C3)cc(OC)c1O (stereo not drawn) | 4
O=C(O)c1ccc2c(c1)C1C=CCC1C(c1ccc(F)cc1)N2 (stereo not drawn) | -135
COc1ccc(C2(CCN)CCOC(C)(C)C2)cc1 (stereo not drawn) | 3
O=C1c2cc(S(=O)(=O)N3CCOCC3)cc([N+](=O)[O-])c2-c2c1cc(S(=O)(=O)N1CCOCC1)cc2[N+](=O)[O-] | -8
O=S(=O)(Nc1ccc(F)cc1)c1cccs1 | -7
C=CCn1c(NCc2ccc(N(C)C)cc2)nc2ccccc21 | 5
CCCCCCN1C(=O)C(=O)/C(=C(/O)c2ccc(C)cc2)C1c1ccc2c(c1)OCO2 (stereo not drawn) | -7
COc1ccc(CCn2c(-c3ccco3)nc3nc4ccccc4nc32)cc1 | -40
O=C(Oc1cccc2cccnc12)c1ccc(Cl)c([N+](=O)[O-])c1 | -2
Clc1ccc(C=NCC2COc3ccccc3O2)cc1 (stereo not drawn) | -3
COC(=O)c1ccc2c(=O)n(CCCCCC(=O)N3CCN(c4ccccc4)CC3)c(=O)[nH]c2c1 | -3
Cc1[nH][nH]c(=O)c1C(c1ccc(-c2ccccc2C(=O)O)o1)c1c(C)[nH][nH]c1=O | -10
COc1cccc(CNC(=O)CCn2c(=S)[nH]c3ccsc3c2=O)c1 | -2
Nc1c(C(=O)NCc2ccccc2Cl)nnn1-c1ccc2c(c1)OCCO2 | -4

Sorted by the number under 14-3-3g Raf (low to high): some entries from above.
Molecule	14-3-3g Raf
O=S(=O)(Nc1ccc(F)cc1)c1cccs1	-7
Clc1ccc(C=NCC2COc3ccccc3O2)cc1 (stereo not drawn)	-3
O=C(Oc1cccc2cccnc12)c1ccc(Cl)c([N+](=O)[O-])c1	-2
COc1cc(C2CC(=O)NC3=C2C(=O)CC(C)(C)C3)cc(OC)c1O (stereo not drawn)	4
C=CCn1c(NCc2ccc(N(C)C)cc2)nc2ccccc21	5

New compounds follow:
SMILES | 14-3-3g Raf
COC(=O)c1c(NC(=O)c2ccc(S(=O)(=O)N(C)c3ccccc3)cc2)sc2c1CCN(C)C2 | -16
CCOC(=O)C1=C(C)NC(=S)NC1c1ccccc1OC (stereo not drawn) | -2
O=C(Nc1ccc2oc(-c3ccc(F)cc3)nc2c1)c1ccccc1F | -3
Cc1sc2nc(CN3CCOCC3)nc(NS(=O)(=O)c3ccc4c(c3)OCCO4)c2c1C | -7
COc1ccc(C)cc1NC(=O)CNC(=O)c1cn(-c2ccccc2OC)c(=O)c2ccccc12 | -16
CCN(C(=O)Cc1c(C(=O)O)[nH]c2ccc(Cl)cc12)c1cc(C)ccc1C | -13
O=C(Nc1c(C(=O)NCc2ccccc2)cnn1-c1ccccc1)c1ccccc1F | 5
COC(=O)Cn1c(=N)n(CCN2CCCCC2)c2ccccc21 | -5&3
NS(=O)(=O)c1ccc(CCNS(=O)(=O)c2cccc3cccnc23)cc1 | 2
Cc1cc(Br)ccc1NC(=O)C(Cc1ccccc1)NS(=O)(=O)c1ccc(Br)s1 (stereo not drawn) | -7
CCc1ccc2[nH]c(C)c(CN3CCCC(C)C3)c(=O)c2c1 (stereo not drawn) | 8
CCc1cc2c(=O)c(-c3ccc4c(c3)OCCO4)c(C)oc2cc1OCC(=O)OC | -8
O=C(CCOc1ccccc1)Nc1ccc(S(=O)(=O)N2CCCC2)cc1 | -17
COc1ccc(CN2C(=O)CC(C(=O)Nc3cccc(C)c3)SC2=Nc2ccc(F)cc2)cc1 (stereo not drawn) | -12
CCOc1cc2c(cc1OCC)C1C(C(=O)Nc3ccccc3CC)c3ccccc3C(=O)N1CC2 (stereo not drawn) | 0
CC(C)OCCCn1c(=S)[nH]c2ccc(N3CCOCC3)cc2c1=O | -6
Cc1cc2ccccc2n1CCNC(=O)c1ccccc1[N+](=O)[O-] | 0
CC1(C(=O)NC2CCCCCCC2)CCC(=O)N1Cc1cccnc1 (stereo not drawn) | 1
Cc1ccc(CNC(=O)C2CCCN(S(C)(=O)=O)C2)cc1 (stereo not drawn) | 2&-10
Cc1noc(C(=O)N2CCN(c3ccc(F)cc3)CC2)c1Cl | 0
Cc1cc(NC(=O)C(NC(=O)C2CCCCC2)C(C)C)ccc1Br (stereo not drawn) | 0
CC(C(=O)Nc1cccnc1)N1C(=O)C2C3C=CC(C3)C2C1=O (stereo not drawn) | -2&20
Clc1ccc(-c2nc3cnccn3c2Nc2ccccc2)cc1 | -6
Cc1cc(Br)ccc1NC(=O)CCCC(=O)O | -9
CCOc1ccc(-c2nn(-c3ccccc3)cc2C2NC(=O)NC(C)=C2C(=O)OC(C)C)cc1 (stereo not drawn) | -1
COc1ccc(CCNC(=O)C2CCN(S(=O)(=O)N3CCCCCC3)CC2)cc1OC | -4&4
CCCOC(=O)C1=C(C)NC(=O)NC1c1cc(OCC)c(O)c([N+](=O)[O-])c1 (stereo not drawn) | -7
COc1cc(C2C(C(=O)c3sc(C)nc3C)=C(O)C(=O)N2CCN(C)C)cc(OC)c1OC (stereo not drawn) | -1
O=C(CSc1nnc(-c2ccccc2)o1)Nc1ccccc1F | -4
O=C(Nc1ccccc1[N+](=O)[O-])c1cc(S(=O)(=O)NCc2cccnc2)ccc1Cl | -3
CSc1nc2ccc(NC(=O)c3ccc(S(=O)(=O)N4CC(C)CC(C)C4)cc3)cc2s1 (stereo not drawn) | -3
CCOC(=O)C1C(=O)C=C(c2ccc(C)cc2)CC1c1ccccc1Cl (stereo not drawn) | 1
COc1ccc(C2=NN(S(C)(=O)=O)C(c3cccc(OC)c3OC)C2)cc1 (stereo not drawn) | -271
CCN(CC)CCCN(C(=O)c1cccs1)c1nc(-c2ccc(OC)cc2)cs1 | 3
COC(=O)c1ccc(NC(=O)CN2CCN(S(=O)(=O)c3cccc([N+](=O)[O-])c3)CC2)cc1 | -10
Cn1c(=O)cc(OCC(=O)N2CCN(C(=O)c3ccco3)CC2)c2ccccc21 | -7
CCCC(=O)Nc1cc(=O)[nH]c2ncnn12 | -3
N#CCCNc1cc2ccccc2cc1C(=O)O | -6
c1csc(-c2nc3ccc4ccccc4c3c3c2CCC3)c1 | 6
Cc1cccc(C(=O)N2CCN(c3ccc([N+](=O)[O-])c(-n4nc(C)c5ccccc5c4=O)c3)CC2)c1 | -3
CCOc1ccc(NC(=O)CN2CCN(CC(=O)c3ccc(OC)c(OC)c3)CC2)cc1 | -2
O=C(c1coc2nc3ccccc3nc12)N1CCOCC1 | -32
O=C1CCc2cc(S(=O)(=O)N3CCc4ccccc43)ccc2N1 | -47
CCOC(=O)C1C2C=CC3(CN(c4ccccc4OC)C(=O)C13)O2 (stereo not drawn) | -5
COC(=O)c1c(-c2cccc(C)c2)csc1N | -19

Look-ups from the entries so far.
O=C(CSc1nnc(-c2ccccc2)o1)Nc1ccccc1F in 14-3-3g Raf → -4
Cc1cc(Br)ccc1NC(=O)CCCC(=O)O in 14-3-3g Raf → -9

Going on with the list.
SMILES | 14-3-3g Raf
CCOC(=O)N1CCN(c2cc(=O)n(-c3ccccc3Cl)c(=O)[nH]2)CC1 | 3
CCn1c(SCC(=O)C(C)(C)C)nnc1-c1ccccc1OC | -8
COc1ccc(NC(=O)C2CCN(S(=O)(=O)c3cccc4nonc34)CC2)cc1Cl | -105
COc1cc(S(=O)(=O)N2CCOCC2)ccc1NC(=O)COC(=O)c1ccccn1 | 0
CC1SC(=NC(=O)C(C)N2C(=O)c3ccccc3C2=O)NC1=O (stereo not drawn) | 8
O=C(Cc1ccccc1)N1CCN(C(=O)c2cccc(Cl)c2)CC1 | -1
CC(C)c1ccc(NC(=O)C(NS(=O)(=O)c2ccc(Br)s2)c2ccccc2)cc1 (stereo not drawn) | -14
Cc1ccc(C(=O)Nc2nnc(N=Cc3ccc(F)cc3)s2)cc1 | -14
O=C(Nc1ccc2c(c1)OCO2)c1cnn2c1NC(c1ccco1)CC2C(F)(F)F (stereo not drawn) | -8&-139
Cc1cc(C(=O)COc2cccc3cccnc23)c(C)n1C | -4
O=C1C(Cc2c[nH]c3ccccc23)N=C2c3ccccc3N=C(SCc3ccccc3F)N12 (stereo not drawn) | -44
O=C(NCc1ccccc1Cl)c1ccc2nc(-c3ccco3)c(-c3ccco3)nc2c1 | -50
N#Cc1ccccc1Cn1c(=O)n(CCCC(=O)NCc2ccc3c(c2)OCO3)c(=O)c2ccccc21 | -7
CC(=O)C1=C(C)NC(=O)NC1c1ccc(Cl)cc1 (stereo not drawn) | -2
O=C1C(=O)N(CCCN2CCOCC2)C(c2ccc(F)cc2)/C1=C(\O)c1ccc(Cl)cc1 (stereo not drawn) | 1
O=c1oc2ccc(Br)cc2cc1-c1csc(-c2ccc([N+](=O)[O-])cc2)n1 | -50
COc1ccc(N2C(=O)C=CC2=O)cc1Cl | -7
COc1ccc(S(=O)(=O)N2CCCN(CC(=O)Nc3ccc(C(N)=O)cc3)CC2)cc1 | 3
COc1ccc(N(Cc2cc3ccc(C)cc3[nH]c2=O)C(C)=O)cc1 | -9
Cc1cc2ccccc2n1CCNC(=O)c1ccc(C(C)(C)C)cc1 | 0
O=C(CCC1N=C2c3ccccc3N=C(SCc3ccc(Cl)cc3)N2C1=O)NCc1ccco1 (stereo not drawn) | 2&-10
COc1ccc(Cl)cc1NC(=O)c1c(NCc2cccn2C)sc2c1CCCC2 | -103
CCOc1cc(C2C(C(=O)OC(C)C)=C(C)NC3=C2C(=O)CC(c2ccccc2)C3)ccc1O (stereo not drawn) | -6
COc1ccc(CCNC(=O)C(=O)Nc2cccc(Br)c2)cc1OC | 0
Cc1ccc2cccc(NC(=O)c3ccc(Br)o3)c2n1 | -1
CC(C)c1nnc(NC(=O)CSc2ncn[nH]2)s1 | 4
COC(=O)C1=C(C)N(c2ccc(Cl)c(Cl)c2)C(=O)C1 | -2
Cc1ccc(C(=O)Nc2ccc3c(c2)OCCO3)cc1 | -12
COc1ccccc1-c1nn2c(-c3ccc(C(C)(C)C)cc3)nnc2s1 | 1
O=C1CC(Sc2ccccn2)C(=O)N1c1ccccc1 (stereo not drawn) | -3

A different layout for part of the listing above.
> COc1ccc(S(=O)(=O)N2CCCN(CC(=O)Nc3ccc(C(N)=O)cc3)CC2)cc1
  14-3-3g Raf: 3

> COc1ccc(N(Cc2cc3ccc(C)cc3[nH]c2=O)C(C)=O)cc1
  14-3-3g Raf: -9

> Cc1cc2ccccc2n1CCNC(=O)c1ccc(C(C)(C)C)cc1
  14-3-3g Raf: 0

> O=C(CCC1N=C2c3ccccc3N=C(SCc3ccc(Cl)cc3)N2C1=O)NCc1ccco1 (stereo not drawn)
  14-3-3g Raf: 2&-10

Next section
SMILES | 14-3-3g Raf
O=C(NCCc1ccccc1Cl)c1oc(=O)c2ccccc2c1-c1ccccc1 | -1
CCOC(=O)Cc1csc(NC(=O)CS(=O)(=O)Cc2ccccc2)n1 | 1
CCSc1nnc(NC(=O)C2CC2c2ccccc2)s1 (stereo not drawn) | -6
C=CCOC(=O)C(C#N)c1nc2ccccc2nc1N1CCCC1 (stereo not drawn) | -12
CC1CC(C)(C)Nc2ccc(OC(=O)c3ccco3)cc21 (stereo not drawn) | 0
COc1ccc(NC(=O)CC(C)Cc2ccc(Cl)cc2)cc1 (stereo not drawn) | 1
Cc1ccc(Cl)cc1NC(=O)C1CCN(S(=O)(=O)c2ccc(F)cc2)CC1 | -3
Cc1cccn2cc(-c3cccc(NC(=O)c4ccccc4Cl)c3)nc12 | -11
Cc1ccc(OC(C)c2nc(-c3nonc3N)no2)cc1C (stereo not drawn) | 3
Clc1ccc(CSc2nncn2-c2ccccn2)cc1 | -3
CCCC1c2ccc(C)n2CCN1C(=O)Nc1ccc(F)cc1 (stereo not drawn) | -12
COC(=O)CCN(C(=O)c1ccc(OC(C)=O)cc1)c1ccccn1 | -3
CCn1c(CC(=O)Nc2cccc(OC)c2)nnc1SCC(=O)N1CCN(c2ccccc2)CC1 | 7
O=C(COC(=O)c1c2c(nc3ccccc13)CCCC2)c1ccc(Cl)cc1 | 1
COc1ccc(OC(=O)c2c(-c3ccccc3Cl)noc2C)cc1 | -3
Cc1ccccc1NC(=O)C1CCCN(S(=O)(=O)c2cccc3nsnc23)C1 (stereo not drawn) | 2
O=C(OC(C(=O)NCC1CCCO1)c1ccccn1)c1cccs1 (stereo not drawn) | -5
COc1cccc(C=Nc2ccc(NC(=O)CC(C)C)cc2)c1 | -25
CCCc1cc(=O)[nH]c(SCC(=O)Nc2cc(C)cc(C)c2)n1 | -11
COc1ccc(-n2nc3c(c2NC(=O)c2ccc(OC(C)C)cc2)CS(=O)(=O)C3)cc1 | -1
O=C(NCc1ccccn1)c1ccc(Br)s1 | -16
CCOC(=O)c1cnc2ccccc2c1NCc1ccccc1 | 0
CC1CN(Cc2nc3c(c(=O)n(C)c(=O)n3C)n2Cc2ccccc2)CC(C)O1 (stereo not drawn) | 1
CN1CCN(C(=O)c2nonc2N)CC1 | 5
O=C(O)c1c[nH]c2ccc(S(=O)(=O)N3CCc4ccccc4C3)cc2c1=O | -13
CCN(C(=O)CSc1ncccc1C(=O)Oc1ccccc1Cl)c1cccc(C)c1 | -3
CCOc1ccc(NC(=O)CS(=O)(=O)c2cn(CC)c3ccccc23)cc1 | -5
O=C(C1CCN(c2nnc(-n3cccc3)s2)CC1)N1CCc2ccccc2C1 | -4
O=C(C1CC1)N1CCc2cc(S(=O)(=O)N3CCCc4ccccc43)ccc21 | 2&-5
O[C@@H]1C2CCCC1[C@]1(O)CCCCC1C2 (stereo partly drawn) | -4
Cc1ccc(C)c(NC(=O)c2sc3ccccc3c2Cl)c1 | -11

Not all compounds are listed; count on the stated rates, not on these rows.
